IDE inh: inhibitors of human insulin-degrading enzyme in cells; P14735; HEK cells, FAbetaB cleavage, fluorescence polarization; inhibition, % at 5.59 µM; 320,000 tested, 0.41% active;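 active means percent inhibition above the average of all tested compounds plus 3 SD, set per screening campaign, cut at about 16% in these data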;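 further: IDE supplied by intact live HEK cells; FP after avidin binding of uncleaved biotin substrate so inhibition keeps polarization high; 0% = DMSO wells and 100% = 60 µM reference IDE inhibitor Ii1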
Target sequence (P14735 whole entry, looked up): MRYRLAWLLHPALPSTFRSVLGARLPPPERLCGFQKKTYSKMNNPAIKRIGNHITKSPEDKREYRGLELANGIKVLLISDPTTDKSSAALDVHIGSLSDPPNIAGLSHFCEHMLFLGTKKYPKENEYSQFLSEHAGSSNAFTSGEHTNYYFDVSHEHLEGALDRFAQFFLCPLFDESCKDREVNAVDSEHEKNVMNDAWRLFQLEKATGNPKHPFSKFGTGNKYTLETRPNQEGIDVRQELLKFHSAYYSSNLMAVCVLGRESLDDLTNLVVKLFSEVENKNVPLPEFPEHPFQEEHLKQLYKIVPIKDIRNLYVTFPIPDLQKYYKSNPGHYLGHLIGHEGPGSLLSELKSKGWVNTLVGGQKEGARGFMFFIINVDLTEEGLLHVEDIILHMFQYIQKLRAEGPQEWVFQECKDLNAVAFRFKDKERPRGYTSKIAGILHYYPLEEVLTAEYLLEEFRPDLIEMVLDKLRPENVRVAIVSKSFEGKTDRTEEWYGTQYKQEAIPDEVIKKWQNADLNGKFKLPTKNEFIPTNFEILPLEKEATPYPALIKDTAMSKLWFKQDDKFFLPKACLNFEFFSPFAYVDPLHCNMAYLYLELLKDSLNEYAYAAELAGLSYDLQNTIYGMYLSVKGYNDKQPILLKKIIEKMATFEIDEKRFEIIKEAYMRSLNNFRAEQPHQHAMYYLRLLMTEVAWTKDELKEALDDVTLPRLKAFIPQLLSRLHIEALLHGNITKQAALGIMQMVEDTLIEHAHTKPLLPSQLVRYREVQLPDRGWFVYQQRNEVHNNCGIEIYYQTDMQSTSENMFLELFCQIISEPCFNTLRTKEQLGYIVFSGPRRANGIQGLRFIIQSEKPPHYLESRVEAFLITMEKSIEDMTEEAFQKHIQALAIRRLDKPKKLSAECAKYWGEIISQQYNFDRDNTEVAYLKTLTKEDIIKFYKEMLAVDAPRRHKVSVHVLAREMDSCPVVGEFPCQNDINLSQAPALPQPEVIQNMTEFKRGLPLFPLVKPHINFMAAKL
M5 antag: CHRM5 antagonism in calcium assay; CHO-hM5 cells, Fluo-8 calcium fluorescence, ACh EC80; inhibition, % at 3 µM; 360,000 tested, 0.59% active; AID 624040;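 active means inhibition above a per-plate cutoff, the mean of that plate's test compounds plus 3 SD, cut at about 27% in these data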;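 further: 0% = acetylcholine EC80 with DMSO and 100% = DMSO without agonist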
CRFR2-BP antag: antagonists of CRF-binding protein/CRF-R2 receptor complex. 350,000 tested, 0.59% active. inhibition, % at 11.8 µM. HEK293 CRF-R2/CRF-BP, CRF-induced calcium fluorescence;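 active means inhibition of the ligand-induced calcium signal above about 50% at the single tested concentration, limit read from the data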
M4 ag: CHRM4 agonism in calcium assay. P08173. CHO-K1 hM4/Gqi5, Fluo-8 calcium fluorescence; vehicle 0%, full acetylcholine response 100%. activation, % at 3 µM. 360,000 tested, 0.14% active. AID 624127;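 active means activation above the run mean over all test wells plus 3 SD, cut at about 32% in these data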;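 further: peak over basal fluorescence ratio per well then scaled between controls; 0% = DMSO wells and 100% = acetylcholine at EC100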
CHRM5 PAM: potentiates acetylcholine response at human M5 receptor; P08912; CHO-K1 hM5, Fluo-8 calcium, ACh EC20 PAM; 0% = ACh EC20, 100% = ACh EC100; activation, % at 3 µM; 360,000 tested, 0.3% active; AID 624038;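 active means activation above the run cutoff, the mean activation of all test compounds plus 3 SD, cut at about 18% in these data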
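Assay system: CHO-K1 hM5 cells / Incubation: Fluo-8 loading 80 min at 37 °C plus 30 min room temperature / Technique: Fluo-8 calcium dye fluorescence, kinetic read / Repeats: single replicate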
M5 ag: CHRM5 agonism in calcium assay | P08912 | CHO-K1 hM5 cells, Fluo-8 calcium fluorescence; 0% DMSO wells, 100% maximal acetylcholine response | activation, % at 3 µM | 360,000 tested, 0.19% active | AID 624037;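 active means activation above the run's mean over test compounds plus 3 SD, cut at about 23% in these data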;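 further: signal is peak over basal fluorescence ratio across the kinetic read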
M4 antag: antagonists of human muscarinic M4 receptor (CHRM4) | CHO-hM4 cells, ACh EC80, Fluo-8 calcium fluorescence | inhibition, % at 3 µM | P08173 | 360,000 tested, 0.73% active;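 active means inhibition above its plate's cutoff, the mean inhibition of sample wells plus 3 SD, cut at about 27% in these data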;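 further: 0% = acetylcholine EC80 with DMSO and 100% = DMSO without agonist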
CRFR2-BP ag: CRF-BP/CRF-R2 complex agonism. HEK293 CRF-R2/CRF-BP, calcium dye fluorescence (FLIPR); percent of saturating CRF peptide response. activation, % at 13.2 µM. 350,000 tested, 0.46% active. AID 588473;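 active means activation of at least 50%, plus an integration ratio under a set limit after plate pattern correction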;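 further: plate controls were neutral control wells without compound for no effect and CRF at EC100 for full effect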
M4 PAM: potentiates acetylcholine response at human M4 receptor; P08173; CHO-K1 hM4/Gqi5, Fluo-8 calcium fluorescence, ACh EC20; 0% = ACh EC20, 100% = maximal ACh; AID 624126; activation, % at 3 µM; 360,000 tested, 0.4% active;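 active means activation above its plate's cutoff, the mean activation of sample wells plus 3 SD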; further: some results filed as inactive read as strong as hits
Active calls of the source: *; · = no result given.

Letters: A = IDE inh; B = M5 antag; C = CRFR2-BP antag; D = M4 ag; E = CHRM5 PAM; F = M5 ag; G = M4 antag; H = CRFR2-BP ag; I = M4 PAM
canonical_smiles: COC(=O)C1C2c3ccccc3C(c3ccccc32)C1(C)C(=O)OC (stereo not drawn)
  A = ·	B = 3	C = -1	D = -2	E = -6	F = -3	G = 0	H = -0.9	I = 14
canonical_smiles: CC(C)Oc1cc(-n2c(=S)[nH]c3ccccc3c2=O)c(Cl)cc1Cl
  A = -1	B = 14	C = -13	D = 3	E = -7	F = -5	G = -2	H = 6.0	I = -11
canonical_smiles: C[C@@H]1CN([C@@H](C)CO)C(=O)CCCn2cc(nn2)CO[C@H]1CN(C)C(=O)Oc1cccc2ccccc12
  A = ·	B = -18	C = -1	D = 1	E = 7	F = 1	G = -3	H = -0.3	I = 3
canonical_smiles: Cn1c(O)c(C=Nc2ccccc2-c2ccccc2)c(=O)n(C)c1=O
  A = 7	B = 2	C = -13	D = 1	E = 2	F = 0	G = 0	H = -5.6	I = -14
canonical_smiles: Cc1ccsc1C(=O)C1CCCN(Cc2c(C)nn(C(C)C)c2C)C1 (stereo not drawn)
  A = 3	B = 3	C = -18	D = 2	E = -4	F = -7	G = -8	H = 0.6	I = -11
canonical_smiles: Cc1ccccc1N1C(=O)CC(=O)NC1=O
  A = 4	B = -3	C = -12	D = 1	E = 2	F = -2	G = 0	H = 2.5	I = 6
canonical_smiles: COc1ccc(C=O)cc1
  A = 1	B = 1	C = 7	D = 1	E = 0	F = 1	G = -1	H = -1.3	I = -1
canonical_smiles: O=C(C1CCC(=O)N1Cc1ccc(F)cc1)N1CCC2(CC1)OCCO2 (stereo not drawn)
  A = 0	B = -6	C = 0	D = 1	E = 8	F = 1	G = 6	H = -0.3	I = 3
canonical_smiles: CN1C2CCC1CC(OC(=O)c1ccc([N+](=O)[O-])cc1)C2 (stereo not drawn)
  A = 0	B = -5	C = 35	D = 2	E = 5	F = -7	G = -1	H = 11	I = 8
canonical_smiles: COc1ccc(OC)c(CNCCc2ccc(OC)c(OC)c2)c1
  A = 2	B = 6	C = 0	D = 2	E = -2	F = 0	G = 6	H = 0.7	I = -2
canonical_smiles: CN1CCC(OC(=O)C2c3ccccc3Oc3ccccc32)CC1
  A = -2	B = 99*	C = 2	D = 3	E = -42	F = -12	G = 99*	H = -0.5	I = -20
canonical_smiles: O=c1cccc2n1CC1CC2CN(c2nc(N3CCCCC3)nc(N3CCCCC3)n2)C1 (stereo not drawn)
  A = -4	B = -4	C = -13	D = 0	E = 7	F = 3	G = -9	H = -3.7	I = 5
canonical_smiles: CSc1ccccc1C(=O)C1CCCN(Cc2ccn[nH]2)C1 (stereo not drawn)
  A = 3	B = 0	C = 17	D = 1	E = -4	F = -10	G = 4	H = 1.2	I = -6
canonical_smiles: O=c1cccc2n1CC1CC2CN(Cc2ccc3c(c2)OCO3)C1 (stereo not drawn)
  A = 5	B = 6	C = 27	D = 2	E = -6	F = 1	G = -5	H = -1.1	I = -10
canonical_smiles: C#C[C@]1(O)CCC2C3CC=C4C[C@H](O)CC[C@]4(C)C3CC[C@@]21C (stereo partly drawn)
  A = ·	B = -1	C = -21	D = 7	E = 8	F = 9	G = -7	H = -0.9	I = -1
canonical_smiles: CCOC(=O)c1c(NC(NC(=O)CF)C(Cl)(Cl)Cl)sc2c1CCCC2 (stereo not drawn)
  A = 4	B = 3	C = -9	D = -2	E = -6	F = -2	G = -8	H = 0.1	I = 2
canonical_smiles: COC(=O)C1=C(c2ccc(F)cc2OCc2ccccc2)C[C@@H]2CC[C@H]1N2C(=O)NCc1cccc(OC)c1
  A = 4	B = 18	C = 15	D = 13	E = -22	F = -1	G = 8	H = 0.4	I = -6
canonical_smiles: OC(Cc1ccccc1)(c1ccccc1)C1CN2CCC1CC2 (stereo not drawn)
  A = 1	B = 90*	C = -20	D = 1	E = -20	F = -8	G = 85*	H = 1.2	I = -24
canonical_smiles: CC12CCC3C(CCC4CC(=O)OCC43C)C1CCC2O (stereo not drawn)
  A = ·	B = 5	C = -4	D = 3	E = -3	F = 2	G = -16	H = 7.4	I = 5
canonical_smiles: O=c1[nH]c(=S)[nH]c(O)c1N=Nc1cccc(S(=O)(=O)N2CCOCC2)c1
  A = -4	B = -11	C = -2	D = -1	E = 12	F = -1	G = 17	H = 1.8	I = -12
canonical_smiles: CN(C)C(Cc1ccccc1)C(=O)c1ccccc1 (stereo not drawn)
  A = -3	B = 9	C = 26	D = 0	E = -6	F = -1	G = -2	H = -0.3	I = 10
canonical_smiles: COC(=O)C1=C(c2ccc(C(C)=O)cc2)C[C@@H]2CC[C@H]1N2C(=O)N1CCC(O)CC1
  A = 4	B = 0	C = 5	D = 1	E = 0	F = 3	G = -3	H = -1.4	I = 8
canonical_smiles: CC(=O)c1cc(C#N)c(N2CCN(C)CC2)nc1C
  A = -2	B = -3	C = -9	D = 0	E = -2	F = 0	G = 3	H = 0.5	I = -2
canonical_smiles: O=C(Cc1ccccc1)OCn1nnc2ccccc2c1=O
  A = -8	B = -1	C = 18	D = 2	E = 0	F = 4	G = -2	H = 0.8	I = 5
canonical_smiles: Cc1ccc(C2CC(=O)C(C=NCCN3CCN(C(=O)Cc4ccccc4)CC3)=C(O)C2)cc1 (stereo not drawn)
  A = 3	B = 1	C = 23	D = 2	E = -5	F = -3	G = 2	H = -1.1	I = -3
canonical_smiles: O=C(Cn1c(=O)c(C(F)(F)F)nc2ccccc21)N1CCC2(CC1)OCCO2
  A = 4	B = 13	C = 8	D = 1	E = -5	F = 2	G = 8	H = -0.2	I = -5
canonical_smiles: C=C[C@H]1CN2CC[C@H]1C[C@@H]2[C@@H](O)c1ccnc2ccccc12
  A = 0	B = 6	C = -24	D = 4	E = -8	F = 0	G = -1	H = -1.0	I = -8
canonical_smiles: CCN(CC)c1ccc(CN2CC=C(c3ccc(F)cc3)CC2)cc1
  A = 0	B = 0	C = 2	D = 4	E = -6	F = -5	G = 10	H = 2.5	I = -19
canonical_smiles: COc1ccc(-n2c(O)c(C=NCCCn3ccnc3)c(=O)[nH]c2=O)cc1
  A = 1	B = 0	C = 15	D = 1	E = 3	F = 0	G = 8	H = 0.1	I = -4
canonical_smiles: COC(=O)CN1C(=O)C2(C(C(=O)OC)=C(N)Oc3ccccc32)C2=C1CC(C)(C)CC2=O (stereo not drawn)
  A = -4	B = -7	C = -16	D = 1	E = 5	F = -2	G = -17	H = -1.6	I = 4

3 successive compounds out of the list so far, quoted:
Letters: A = IDE inh; B = M5 antag; C = CRFR2-BP antag; D = M4 ag; E = CHRM5 PAM; F = M5 ag; G = M4 antag; H = CRFR2-BP ag; I = M4 PAM
canonical_smiles: CCN(CC)c1ccc(CN2CC=C(c3ccc(F)cc3)CC2)cc1
  A = 0	B = 0	C = 2	D = 4	E = -6	F = -5	G = 10	H = 2.5	I = -19
canonical_smiles: COc1ccc(-n2c(O)c(C=NCCCn3ccnc3)c(=O)[nH]c2=O)cc1
  A = 1	B = 0	C = 15	D = 1	E = 3	F = 0	G = 8	H = 0.1	I = -4
canonical_smiles: COC(=O)CN1C(=O)C2(C(C(=O)OC)=C(N)Oc3ccccc32)C2=C1CC(C)(C)CC2=O (stereo not drawn)
  A = -4	B = -7	C = -16	D = 1	E = 5	F = -2	G = -17	H = -1.6	I = 4

(cont.)
Letters: A = IDE inh; B = M5 antag; C = CRFR2-BP antag; D = M4 ag; E = CHRM5 PAM; F = M5 ag; G = M4 antag; H = CRFR2-BP ag; I = M4 PAM
canonical_smiles: O=S(=O)(c1ccc(Cl)cc1Cl)N1CCCC1c1cccnc1 (stereo not drawn)
  A = 5	B = 16	C = 10	D = 3	E = -3	F = -14	G = -7	H = -2.4	I = -13
canonical_smiles: CCCNC(=O)N1[C@H]2CC[C@@H]1C(C(=O)OC)=C(c1cccc(Cl)c1)C2
  A = 3	B = 3	C = 5	D = 1	E = 2	F = -9	G = 2	H = -0.1	I = 5
canonical_smiles: N/C(=N\[N+](=O)[O-])N/N=C/c1ccc(O)cc1
  A = 0	B = 0	C = -10	D = 1	E = -4	F = 0	G = 6	H = 1.7	I = 1
canonical_smiles: C=CCn1c(O)c(C(C)=NCCC(c2ccccc2)c2ccccc2)c(=O)[nH]c1=O
  A = 12	B = 13	C = -53	D = 1	E = -9	F = -1	G = -7	H = 1.2	I = -2
canonical_smiles: CSc1nc(NC(C)C)nc(NC(C)C)n1
  A = ·	B = 15	C = -9	D = 0	E = -11	F = -4	G = 8	H = -1.1	I = 3
canonical_smiles: COc1cccc(N2C(=O)NC(=O)/C(=C/c3ccc4c(c3)Cc3ccccc3-4)C2=O)c1
  A = 12	B = 12	C = -16	D = 0	E = 0	F = -6	G = 10	H = 0.5	I = -8
canonical_smiles: CN1C2CCC1C(C(=O)O)C(O)C2 (stereo not drawn)
  A = 4	B = -1	C = -5	D = 0	E = 1	F = 0	G = -11	H = 0.5	I = 8
canonical_smiles: C#C[C@]1(O)[C@H](O)CC2C3CC[C@H]4C[C@@H](O)CC[C@]4(C)C3CC[C@@]21C (stereo partly drawn)
  A = 0	B = 4	C = ·	D = 4	E = -2	F = 2	G = -1	H = ·	I = 2
canonical_smiles: CN(Cc1cccc(-c2ccncc2)c1)C(=O)Oc1ccccc1Cc1ccccc1
  A = ·	B = 43*	C = ·	D = 17	E = -22	F = 2	G = 37*	H = ·	I = -15
canonical_smiles: CC(=O)OC1N=C(c2ccccc2Cl)c2cc(Br)ccc2N(C)C1=O (stereo not drawn)
  A = 3	B = 8	C = -22	D = 2	E = 1	F = 1	G = -10	H = 0.7	I = 7
canonical_smiles: CCn1c(O)c(C=Nc2ccc(S(N)(=O)=O)cc2)c(=O)[nH]c1=S
  A = 1	B = -8	C = -23	D = 1	E = 3	F = 1	G = 10	H = 9.3	I = 3
canonical_smiles: Cc1cccc2c1N(N=O)CCC2
  A = -3	B = 4	C = -8	D = 1	E = 0	F = 2	G = 1	H = 1.4	I = 6
canonical_smiles: O=C1NC(=O)C2(CCCC2)C(=O)N1
  A = ·	B = 10	C = 2	D = 1	E = 3	F = 1	G = 3	H = 3.3	I = 5
canonical_smiles: CCC(=Nc1ccccc1N)c1c(O)[nH]c(=O)[nH]c1=O
  A = 5	B = -1	C = 6	D = 0	E = -1	F = -3	G = -6	H = -1.3	I = -3
canonical_smiles: Cn1c(O)c(C=Nc2ccc3c(c2)CCC3)c(=O)n(C)c1=O
  A = 6	B = 0	C = -17	D = 1	E = -3	F = 0	G = -3	H = -1.9	I = 8
canonical_smiles: COc1ccc(CN2CCCC(C(=O)c3ccc(Cl)cc3)C2)c(O)c1 (stereo not drawn)
  A = -1	B = 2	C = -9	D = 1	E = 4	F = -15	G = -7	H = -0.2	I = -5
canonical_smiles: COc1ccc2oc3c(c2c1)NC(=O)CN=C3c1ccccc1
  A = 0	B = -3	C = -6	D = 3	E = 4	F = -5	G = 6	H = 0.1	I = -1
canonical_smiles: CCC1(c2ccccc2)C(=O)N(C)C(=O)N(C)C1=O
  A = 3	B = 1	C = 9	D = 0	E = -2	F = 0	G = 14	H = 0.1	I = 0
canonical_smiles: CCCCOc1ccc(CC2C(=O)N(C)C(=O)N(C)C2=O)cc1
  A = 0	B = -10	C = -23	D = 1	E = 3	F = 1	G = -8	H = 0.5	I = 6
canonical_smiles: O=C(CCC(=O)N1C[C@H]2C[C@@H](C1)c1cccc(=O)n1C2)NCc1ccc(F)cc1
  A = 2	B = 1	C = 2	D = 2	E = -8	F = 3	G = -6	H = -0.1	I = -6
canonical_smiles: CN1CCN(C(=S)SCC(=O)Nc2ccc(Cl)cc2C(=O)c2ccccc2)CC1
  A = -2	B = 6	C = -11	D = 2	E = -4	F = -3	G = 6	H = -1.4	I = -15

Bioassay records (PubChem)

These rows are one share of the data; count on the stated rates, not on these rows.
